PDI inh = inhibitors of human PDI, primary screen, biochemical, turbidity, single point, plate reader | PDI insulin aggregation turbidity, A650, 90 min | AID 588391, 2011 | actives 0.052% (n = 350,000) | inhibition, % at 10 µM | Protein disulfide-isomerase (Homo sapiens), P07237;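 active = mean inhibition across replicates of 30% or more, whatever share of single replicates reach that level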;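 also: absorbance from insulin aggregation driven by PDI reduction with DTT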
Target sequence (P07237 whole entry, looked up): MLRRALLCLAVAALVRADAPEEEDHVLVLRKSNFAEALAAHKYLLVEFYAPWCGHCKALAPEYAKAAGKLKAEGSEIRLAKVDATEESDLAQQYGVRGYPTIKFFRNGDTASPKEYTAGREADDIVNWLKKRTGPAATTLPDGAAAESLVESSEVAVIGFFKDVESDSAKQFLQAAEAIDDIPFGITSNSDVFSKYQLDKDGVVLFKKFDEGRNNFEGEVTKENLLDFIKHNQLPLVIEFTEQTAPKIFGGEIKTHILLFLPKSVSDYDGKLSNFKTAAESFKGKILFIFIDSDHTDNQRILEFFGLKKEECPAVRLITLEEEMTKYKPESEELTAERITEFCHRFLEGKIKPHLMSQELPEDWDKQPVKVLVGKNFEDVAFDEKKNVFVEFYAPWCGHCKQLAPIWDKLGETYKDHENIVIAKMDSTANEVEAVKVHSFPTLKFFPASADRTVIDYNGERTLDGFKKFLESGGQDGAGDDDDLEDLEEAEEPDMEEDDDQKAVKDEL
NR2E3 ag-1 = inhibitors of NR2E3-RetCOR corepressor binding, primary screen, NR2E3 agonist project, biochemical, TR-FRET, GST-NR2E3, biotin-RetCOR. AID 2300, 2010. 1536-well. Photoreceptor-specific nuclear receptor (Homo sapiens), Q9Y5X4. actives 0.12% (n = 320,000). inhibition of corepressor binding, % at 4.78 µM;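 active = percent inhibition above the cutoff of mean plus 3 SD of all tested compounds, set per screening campaign, cut at about 20% in these data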;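 also: 0% = DMSO wells and 100% = biotin wells as full block of FRET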
Target sequence (Q9Y5X4 whole entry, looked up): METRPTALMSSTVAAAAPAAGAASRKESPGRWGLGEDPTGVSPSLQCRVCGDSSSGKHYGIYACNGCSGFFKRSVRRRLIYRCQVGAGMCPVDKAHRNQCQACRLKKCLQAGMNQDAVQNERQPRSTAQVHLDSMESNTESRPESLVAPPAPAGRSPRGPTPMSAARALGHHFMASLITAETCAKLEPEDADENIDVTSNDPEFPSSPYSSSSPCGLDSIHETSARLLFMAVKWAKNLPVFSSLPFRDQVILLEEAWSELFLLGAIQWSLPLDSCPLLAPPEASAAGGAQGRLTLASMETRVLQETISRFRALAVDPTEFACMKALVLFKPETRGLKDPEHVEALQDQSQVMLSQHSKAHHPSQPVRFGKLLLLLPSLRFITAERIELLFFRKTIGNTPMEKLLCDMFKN
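System: GST-tagged NR2E3 plus biotinylated RetCOR corepressor; Buffer or medium: pH 7.5 Tris-based buffer; Probe or stimulus: RetCOR corepressor, biotinylated, 7 nM; Doses: compound at 4.8 µM, single dose; Schedule: 5 h incubation at 4 °C; Technique: time-resolved FRET; Evaluation: percent inhibition of TR-FRET ratio; Replication: one well per compound, singlicate testing.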
iPSC survival up = enhancers of single-cell hiPSC survival, primary screen, ATPlite luminescence; 100% = ROCK inhibitor wells, 0% = DMSO; survival enhancement, % at 20 µM; AID 602274, 2012; actives 0.044% (n = 360,000); in the data active = survival enhancement above about 18%;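 also: cells exposed to compounds for 16 hours before the ATP read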
Peg3 promoter = Peg3 promoter-driven luciferase inhibitors, primary screen, cell-based, HeLa, luciferase luminescence; AID 588405, 2011; actives 1.7% (n = 360,000); HeLa PEG-Prom luciferase reporter, overnight; inhibition, % at 20 µM;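 active = inhibition of at least 50% at 20 µM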
CaV13 ICDI inh = Primary screen for inhibitors of IQ motif and Ca2+-dependent inactivation inhibitor domain binding in CACNA1D, Förster resonance energy transfer in living cells, … | HEK cells, CFP/YFP FRET ICDI-IQ, plate reader, 10 min; percent FRET-ratio fall versus neutral wells | actives 0.098% (n = 340,000) | inhibition, % at 12.3 µM;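 active = mean replicate inhibition of at least 30% and at least 1% of replicates passing that level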;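 also: 0% = median of the neutral control wells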
aDG glyco up = activators of alpha-DG glycosylation, primary screen, uHTS, Pro5-aDG cells, AlphaScreen; alpha-DG glycosylation AlphaScreen (IIH6); 0% Pro5, 100% B10-LARGE cell signal; activation, % at 10 µM; actives 0.22% (n = 360,000); AID 624168, 2012;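 active = activation of at least 8% versus controls, or a plate z-score of at least 8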;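 also: Pro5 are CHO cells carrying HIG-tagged alpha-DG that lacks glycosylation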
NR2E3 ag-2 = NR2E3 agonists in two-hybrid cells, primary screen, cell-based, luminescence, CHO-S, Gal4-NCOR/VP16-NR2E3; AID 602229, 2012; Photoreceptor-specific nuclear receptor (Homo sapiens), Q9Y5X4; actives 0.35% (n = 360,000); inhibition of corepressor binding, % at 3.98 µM; luciferase;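 active = inhibition above the mean of all tested compounds plus 3 SD, cut at about 70% in these data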;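 also: 0% = DMSO with NR2E3 transfected cells and 100% = cells lacking NR2E3 construct; higher means lower luciferase signal from less NR2E3 corepressor binding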
HIF-2a inh = HIF-2a reporter inhibitors, primary screen, luminescence, 786-0 RCC cells. inhibition, % at 18.8 µM. 786-0 RCC cells HIF-2a reporter, luciferase luminescence, overnight. actives 0.72% (n = 360,000). AID 624352, 2012;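 active = inhibition of the luminescence signal of 40% or more relative to plate controls, in a single-dose primary screen at 18.75 µM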
MITF TRPM1 inh = inhibitors of MITF-dependent TRPM1 promoter reporter, primary screen, cell-based, SK-MEL-5, single point, luciferase. actives 0.83% (n = 330,000). AID 488899, 2010. inhibition, % at 12.5 µM. SK-MEL-5 TRPM1 promoter luciferase, 24 h;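 active = mean inhibition across replicates of 60% or more, whatever share of single replicates reaches that level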; also: values of inactives mirror those of a sister screen read the other way
Vif inh = HIV Vif self-association inhibitors, primary screen, imaging, HEK293T, single point. HEK293T cells, Vif self-association by quenched fluorescence, 24 h. inhibition, % at 7.49 µM. actives 0.35% (n = 340,000). AID 602346, 2012; in the data active = inhibition above about 50%, passing the limit was not always enough; also: some results filed as inactive read as strong as hits
Exocytosis inh = LAMP-1 surface exposure blockers, TALL-104 cells – cell-based, flow cytometry, MLPCN library, primary screen. TALL-104 LAMP-1 surface exposure; cells stimulated with thapsigargin and PMA. actives 0.66% (n = 360,000). inhibition, % at 10 µM;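 active = inhibition above about 55%, limit read from the data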
The depositor's hits bear a star; / = no result given.

SMILES	PDI inh	NR2E3 ag-1	iPSC survival up	Peg3 promoter	CaV13 ICDI inh	aDG glyco up	NR2E3 ag-2	HIF-2a inh	MITF TRPM1 inh	Vif inh	Exocytosis inh
CC(C)c1ccc(N(C(=O)c2csnn2)C(C(=O)NC2CCCC2)c2ccncc2)cc1 (configuration not stated)	2	4	1.1	-115	-5	0.1	-145	-193	-27	0	1
Cc1cc(C(=O)N2CCCC(N3CCN(c4ccccc4C)CC3)C2)n(C)n1 (configuration not stated)	-5	2	-0.3	17	-3	-0.1	-15	6	-10	5	-1
CCOC(=O)CCCNC(=O)CCNC(=O)c1ccc(OC(C)C)cc1	11	2	3.1	-9	-8	0.0	-18	-25	0	/	-5
COC(=O)/C(=C/c1ccc2c(c1)c1ccccc1n2C)NC(=O)c1ccccc1	-2	-1	1.7	5	-7	-0.3	-14	-33	6	/	-2
CSc1ccccc1OCc1cc(C(=O)N(Cc2nccn2C)C(C)C)no1	0	-2	2.3	-45	-6	-0.2	-9	-52	-7	10	5
COc1ccc2cc(CN(Cc3ccco3)Cc3nnnn3C3CCCCC3)c(=O)[nH]c2c1	-4	0	0.8	21	/	0.3	-33	16	-11	-11	0
CS(C)(=O)=NS(=O)(=O)c1ccc(Cl)cc1	-1	3	1.9	11	-5	-0.1	-8	13	12	0	0
COc1ccc(N(C(=O)Cn2nnc(-c3ccc(F)cc3)n2)C(C)C(=O)NC2CCCC2)cc1OC (configuration not stated)	0	7	-0.4	0	-3	0.1	3	6	-7	-5	2
CC(=O)NCC(c1cccs1)S(=O)(=O)c1ccc(F)cc1 (configuration not stated)	4	1	-0.5	0	-17	0.0	-12	13	0	1	-1
O=C1OCCN1C(=O)[C@H]1[C@H](c2ccc([N+](=O)[O-])cc2)C(c2ccccc2)=NN1c1ccc(Br)cc1	0	/	0.8	-5	-8	-0.2	-20	5	9	4	2
CCc1cccc(NS(=O)(=O)c2ccc3c(c2)n(C)c(=O)n3C)c1	-1	-1	-0.4	24	-19	1.5	64	18	-5	-7	-2
COc1ccc(-c2cnc3c(NC=O)cc(-c4ccccc4OC)cn23)cc1OC	-2	/	1.0	44	-4	0.0	14	-8	/	-6	31
CCc1ccc(-c2nc(SCC(=O)N(CC)C3CCS(=O)(=O)C3)n[nH]2)cc1 (configuration not stated)	1	-1	-0.5	-104	-13	-0.4	-20	-116	-19	/	-21
Cc1ccc(-c2csc(NC(=O)c3ccc(Br)cc3)c2C(=O)O)cc1	-2	0	-0.6	-300	-2	0.1	-8	-227	-96	-10	20
Cc1ccc(-n2c(=O)c3c4c(sc3n(Cc3cc(=O)n5ccccc5n3)c2=O)CCC4)cc1C	-7	-5	0.9	13	-4	-0.6	-6	22	4	-2	9
O=C(NCc1ccc(F)cc1)N1CCN(S(=O)(=O)c2ccccc2F)CC1	-5	1	0.2	10	-18	-0.2	-22	6	1	5	3
Cc1ccccc1S(=O)(=O)Nc1nc2ccccc2nc1N1CCc2ccccc2C1	6	3	-1.6	-28	-14	0.0	-47	-132	2	0	-2
Cc1cc(Cl)ccc1OCCNC(=S)NC(=O)c1cccnc1	-7	-1	-0.5	6	/	0.4	-4	2	-3	/	-2
O=C(NNc1nc2c(F)cccc2s1)C1=COCCO1	0	-1	-0.6	5	-1	0.3	-35	1	7	-6	-2
COc1ccc(-n2c(-c3ccc(C(C)(C)C)cc3)n[nH]c2=S)c(OC)c1	-6	/	-3.3	3	-15	0.1	-7	17	/	6	-7
COc1cccc(CNC(=O)[C@@H]2CCCN2C(=O)[C@H]2CCCCN2C(=O)c2cccc3ccccc23)c1	/	/	-0.1	/	/	1.4	86*	9	/	/	-7
COc1cc(/C=N/Nc2ccc(Cl)c(C(=O)O)c2)ccc1OC(=O)c1ccco1	-3	9	0.2	26	-5	-0.1	-22	22	28	-2	1
O=C(Nc1ccccc1)c1ccc(S(=O)(=O)N2CCCCC2)cc1	1	5	1.0	-23	-6	0.3	-7	-68	-17	-1	-2
Cc1ccc(C)c(S(=O)(=O)N(C)Cc2cccs2)c1	6	0	6.6	6	-16	0.3	-12	8	-2	-3	-6
CCSc1n[nH]c2nc3c(c(=O)n12)C1(CCCC1)Cc1ccccc1-3	2	2	0.2	20	-5	-0.1	-2	21	12	-5	0
O=C(CC1SC(=Nc2ccccc2)N(CCO)C1=O)Nc1ccccc1 (configuration not stated)	2	0	1.3	7	-4	0.0	-4	17	3	-1	-1
NC(=O)c1ccc([N+](=O)[O-])cc1SCc1ccccc1	4	-1	13	-2	/	0.1	-22	18	-16	15	-2
O=C(c1cccc(F)c1)n1nnc2ccccc21	1	2	-3.0	4	-3	-0.2	10	11	3	-2	0
CCC(CC)C(=O)c1c[nH]c(C(=O)NCc2ccncc2)c1	-7	2	5.2	15	-2	-0.1	5	20	-7	-2	0
Fc1ccccc1-c1[nH]ncc1-c1nnnn1-c1ccccc1	-4	2	-0.4	5	-21	0.1	-2	11	0	-3	-2
CCN(CC(=O)Nc1ccc(NC(C)=O)cc1)C(=O)CN1C(=O)C2CCCCC2C1=O (configuration not stated)	-1	1	-0.1	-3	-12	0.0	0	-1	-2	-1	0
CCCn1c(=O)c2ccccc2n2c(SCC(=O)NCc3cccs3)nnc12	-3	-4	-1.2	2	-8	0.0	-17	11	6	20	-2
COc1ccc(CN2CCC(Oc3ccc(C(=O)N4CCCCC4)cc3)CC2)cc1C	2	1	-0.4	3	-6	1.1	-5	6	-6	3	2
C[C@@H](c1ccccc1)N1C[C@@H](COCc2ccccc2)Oc2cc(N3CCC[C@@H]3CO)ccc2S1(=O)=O	/	/	-0.3	/	-7	-0.3	-36	6	/	/	-2
O=c1[nH]c(CN2CCN(c3ccccc3O)CC2)nc2scc(-c3ccccc3Cl)c12	0	0	-0.9	33	-2	0.4	23	15	12	/	1
CCOC(=O)C(CC)n1cnc2c(nnn2-c2ccc(F)cc2)c1=O (configuration not stated)	/	2	-0.2	-4	-19	0.0	-17	-16	/	/	8
C=CCn1cc(C(=O)OCC)c(=O)c2cc(F)c(F)cc21	0	-3	0.4	16	4	-0.1	-11	17	/	-2	3
Clc1ccc(-c2onc3c2CCCC3)cc1	-9	0	-2.0	-92	/	0.1	-11	-144	-35	-3	-4
COc1ccc2nc3cc(Cl)ccc3c(Nc3cc(C(C)C)c(O)cc3C)c2c1	-3	-2	-0.6	105*	3	-0.6	-42	-4	10	-10	62*
CC1(C)COC(c2ccccc2Cl)OC1	8	/	-1.5	-2	-16	0.1	-27	5	-8	4	2
O=C(NCc1cccnc1)c1ccc(-c2cc(Cl)ccc2Cl)o1	0	2	1.0	5	5	3.0	-29	23	15	-1	2
NS(=O)(=O)c1ccc(CNC(=O)c2cc(S(=O)(=O)N3CCOCC3)ccc2N2CCCC2)cc1	7	/	-1.0	4	-9	-0.2	-15	-6	/	22	-12
CC(=O)C[C@H](O)CC(=O)[C@@H]1OC(=O)CCCCC/C=C/Cc2ccccc21	6	/	-0.1	-6	-10	1.1	-40	27	-1	-5	5
CCOC(=O)N1CCN(Cc2oc(CO)cc(=O)c2O)CC1	-12	4	-1.4	16	/	-0.1	-16	12	8	3	-2
Cc1c(C(=O)O)oc2ccc(S(=O)(=O)N(CC(C)C)CC(C)C)cc12	3	-3	6.2	-4	-6	0.0	-16	9	5	2	6

Ordered by count of non-hydrogen atoms (descending): part of the list above
SMILES	PDI inh	NR2E3 ag-1	iPSC survival up	Peg3 promoter	CaV13 ICDI inh	aDG glyco up	NR2E3 ag-2	HIF-2a inh	MITF TRPM1 inh	Vif inh	Exocytosis inh
CCCn1c(=O)c2ccccc2n2c(SCC(=O)NCc3cccs3)nnc12	-3	-4	-1.2	2	-8	0.0	-17	11	6	20	-2
O=C(NCc1cccnc1)c1ccc(-c2cc(Cl)ccc2Cl)o1	0	2	1.0	5	5	3.0	-29	23	15	-1	2
C=CCn1cc(C(=O)OCC)c(=O)c2cc(F)c(F)cc21	0	-3	0.4	16	4	-0.1	-11	17	/	-2	3

More compounds.
SMILES	PDI inh	NR2E3 ag-1	iPSC survival up	Peg3 promoter	CaV13 ICDI inh	aDG glyco up	NR2E3 ag-2	HIF-2a inh	MITF TRPM1 inh	Vif inh	Exocytosis inh
CC(C)N(C(=O)[C@H]1CC(CC(=O)NCCN2CCOCC2)C(=O)N2CCc3c([nH]c4ccccc34)[C@]12C)C(C)C (some centres not stated)	5	/	1.3	-2	-6	0.0	9	0	-5	/	-1
CNC(=O)CC(C(=O)O)c1ccc(OCC(C)C)cc1 (configuration not stated)	-1	-2	-2.1	1	-3	0.3	3	21	-9	5	-1
CCN(CC)c1ccc(C(=O)OCC(=O)NC2CCCCC2C)cc1 (configuration not stated)	2	0	0.1	0	-6	-0.3	-19	8	-5	-1	0
Fc1ccc(-c2csc(=S)[nH]2)cc1	-3	2	-0.4	-4	-4	-0.3	-8	-59	-38	7	-1
CCOC(=O)c1sc(NC(=O)/C=C/c2cnn(CC)c2C)c(C(=O)OCC)c1C	-7	1	4.9	17	-3	-0.3	-21	-12	-6	-7	-4
CCN(Cc1ccncc1)C(=O)CSc1ccc2ccccc2c1	-4	0	0.1	-4	-8	0.0	-2	-5	-10	-3	-2
Cc1ccc(OCCC(=O)OCC(=O)Nc2cc(C)nn2-c2ccccc2)cc1	7	-2	-0.6	12	/	-0.1	-28	4	0	-4	12
O=C(COC(=O)c1cc2ccccc2o1)NCc1ccco1	3	9	2.8	5	-16	-0.2	-11	14	11	2	8
COc1ccc(-c2cc(C#N)nc(Oc3ccc(Cl)cc3)n2)cc1	6	2	-1.1	19	-1	0.3	3	11	-10	-6	2
CCOc1ccc(NC(=O)CN(C)Cc2cc(=O)n3c(-c4ccccc4)csc3n2)cc1OCC	4	4	0.0	20	/	-0.1	-17	9	8	1	-4
COc1ccc(C2C(C(=O)Nc3ccc4c(c3)OCCO4)c3ccccc3C(=O)N2C)cc1 (configuration not stated)	-5	4	0.3	1	-8	0.0	-5	16	11	5	2
O=C1OC(Cc2ccccn2)C(=O)C1=C1SCCS1 (configuration not stated)	-6	0	0.4	-72	-5	0.0	-49	-106	-42	5	-2
CCc1nnc(NC(=O)C(NS(=O)(=O)c2ccc3c(c2)OCCO3)C(C)C)s1 (configuration not stated)	-3	-1	4.0	4	-4	-0.1	-23	9	7	13	-3
O=C(c1cccc(S(=O)(=O)N2CCc3ccccc32)c1)N1CCc2ccccc2C1	6	2	0.0	23	-7	0.1	-4	15	18	-6	0
COCc1cc(C)nc(SCC(=O)NC2CCCCC2C)c1C#N (configuration not stated)	-12	2	0.0	22	/	0.8	-1	4	7	-2	1
